HIV fusion peptide – cell-free HIV fusion peptide-binding blockers – biochemical, uHTS, fluorescence dequenching, primary screen (AID 1986). cell-free peptide binding, fluorescence dequenching, 30 min; higher % means a stronger effect. inhibition, % at 20 µM, or IC50 in µM where a hit was titrated. 0.3% of 290,000 active; in the data active = inhibition mostly above about 52%, no sharp cut-off; inactive = mostly below about 76%; note: some results filed as inactive read as strong as hits
KOR beta-arrestin-1 – KOR antagonists, beta-arrestin recruitment, cell-based, luminescence, uHTS (AID 1778). inhibition, % at 10 µM, or IC50 in µM where a hit was titrated. 0.091% of 290,000 active. KOR beta-arrestin recruitment, luminescence, antagonist mode; higher % means a stronger effect; note: strong numbers were not always called active
LYP phosphatase – inhibitors of LYP phosphatase, biochemical, fluorescence intensity, uHTS (AID 1779); 0.054% of 290,000 active; one-dose inhibition, % at 11.5 µM; IC50 in µM for titrated hits; recombinant LYP phosphatase, fluorescence intensity; higher % means a stronger effect;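 note: plate controls were vehicle with enzyme for no effect and no enzyme for full effect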
Salmonella PhoP GFP – PhoP-dependent GFP reporter repression – Salmonella Typhimurium, primary screen (AID 1863); inhibition, % at 50 µM, or IC50 in µM where a hit was titrated; 0.16% of 300,000 active; S. Typhimurium PhoP-regulated promoter GFP reporter, 4 h; higher % means a stronger effect;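 active = inhibition over 29.93%, a cutoff 3 SD above the screen mean, later confirmed by dose response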;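 note: 0% = low Mg2+ inducing control and 100% = high Mg2+ repressing control; strong numbers were not always called active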
HEK293 NOD2/NF-kB – inhibition of NOD2-driven NF-kB reporter – cell-based, luminescence, uHTS, HEK293 (AID 1566); HEK293 NOD2/NF-kB luciferase reporter, luminescence; higher % means a stronger effect; one-dose inhibition, % at 4 µM; EC50 in µM for titrated hits; 0.63% of 290,000 active; note: many of its hits are not listed in these tables
Myeloid diff MLP – compounds promoting myeloid differentiation | ER-HoxA9 myeloid progenitors, lysozyme-GFP differentiation, flow cytometry | calls only at 10 µM | AID 624256 | 1% of 360,000 active;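 active = normalized GFP-positive differentiation at or above the plate's own cutoff, the solvent-only control mean plus 3 SD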;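 note: cells exposed to compound for four days before flow analysis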
Siah-1 displacement – blockers of Siah-1 interaction with plectin peptide – biochemical, fluorescence polarization, rhodamine-plectin, uHTS, primary screen (AID 1817); Siah-1 / rhodamine-plectin peptide fluorescence polarization; higher % means a stronger effect; one-dose displacement, % at 20 µM; IC50 in µM for titrated hits; 0.02% of 290,000 active;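 active = displacement of at least 50% at 20 µM, with a fluorescence ratio check between 0.3 and a set limit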;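 note: plate controls were Siah plus tracer with DMSO for no effect and tracer alone without Siah for full effect; strong numbers were not always called active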
KOR beta-arrestin-2 – kappa opioid receptor activators – cell-based, luminescence, uHTS, primary screen (AID 1777) | KOR beta-arrestin recruitment, luminescence; higher % means a stronger effect | 0.02% of 280,000 active | activation, % at 10 µM; hits with a dose series show EC50 in µM; in the data active = activation above about 50%, passing the limit was not always enough; note: a part of the inactive calls stands beside numbers as strong as those of hits
NOD1 inhibition – NOD1 signaling inhibitors, primary screen, cell-based, luminescence, uHTS (AID 1578) | NOD1-driven NF-kB luciferase reporter cells, luminescence; higher % means a stronger effect | one-dose inhibition, % at 4 µM; EC50 in µM for titrated hits | 1% of 290,000 active; in the data active = inhibition mostly above about 36%, no sharp cut-off; inactive = mostly below about 34%;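 note: HEK-293T reporter cells stimulated with the NOD1 agonist gamma-tri-DAP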
Myeloid diff MLP GFP+ MAC1+ % – recorded beside Myeloid diff MLP, whose call it bears; GFP+ MAC1+ double positive, %; measured here: differentiation confirmed by MAC1 staining
* = called active by the depositor; i = inactive; nt = not tested or not shown; [ ] = another dose, or the depositor's remark. Cut-off read from the data, not from the text of the source, unless noted: active = inhibition above about 50%; inactive = the rest. These rows are one share of the data; the hit share may differ from the screen's.

SMILES	HIV fusion peptide	KOR beta-arrestin-1	LYP phosphatase	Salmonella PhoP GFP	HEK293 NOD2/NF-kB	Myeloid diff MLP	Myeloid diff MLP GFP+ MAC1+ %	Siah-1 displacement	KOR beta-arrestin-2	NOD1 inhibition
COc1cc(C(=O)O/N=C(\N)c2ccc([N+](=O)[O-])cc2)cc(OC)c1OC	0.9%	2%	-6%	7%	11%	i	0.2	8%	-0.1%	-19%
Cc1cc(C)n(S(=O)(=O)c2ccccc2)n1	-1.0%	30%	-6%	-10%	15%	i	0.7	11%	-0.4%	-8%
CC(C)(C)n1nnnc1C(c1cccs1)N1CCN(C(=O)c2ccco2)CC1 (stereo not drawn)	4.5%	-23%	4%	3%	12%	i	1.2	9%	-3.3%	-15%
COc1ccc(N(Cc2cc3cc(C)ccc3[nH]c2=O)C(C)=O)cc1	0.9%	-66%[20 µM]	-5%	-7%	20%	i	0.3	2%	0.3%	-3%
O=C(CCn1ccc2ccccc21)NC1CCCc2ccccc21 (stereo not drawn)	1.0%	8%	-3%	13%	2%	i	1.6	i	-4.2%	-1%
N=c1c2c3c(sc2nc2n1CCC2)CCCC3	3.9%	3%	-4%	25%	4%	i	1.5	2%	-2.0%	4%
COc1ccc(C(=O)N/C(=C\c2cn(C)c3ccccc23)C(=O)OCC(C)C)cc1	-0.4%	-43%	2%	-20%	0%	i	0.1	3%	2.1%	-24%
O=Cc1cn(CC(=O)N2CCc3ccccc32)c2ccccc12	0.3%	-62%	0%	2%	4%	i	0.5	1%	5.1%	2%
Cc1ccc(NC(=S)N/N=C/c2ccc(OCCC(C)C)cc2)c(C)c1	4.5%	-39%	16%	0%	-16%	i	2.8	4%	2.0%	1%
COc1cccc(C(=O)NCCCNC(=O)c2ccco2)c1	2.5%	-29%	-2%	-3%	-18%	i	0.9	-1%	6.8%	9%
CCn1c(C)nc2cc(C(=O)NNS(=O)(=O)c3c(F)cc(F)c(Cl)c3F)ccc21	0.8%	16%	-8%	-3%	10%	i	0.8	10%	-3.3%	-27%
COC(=O)CSc1nc2sc3c(c2c(=O)[nH]1)CCC3	0.7%	-10%	-1%	-12%	-8%	i	0.6	-11%	0.1%	-8%
C/C(=C/C(=O)NCc1ccccc1)C(=O)O	3.4%	-21%	-6%	6%	14%	i	15	2%	-0.6%	1%
COc1ccc2c(c1)O[C@H](c1ccc3c(c1)OCO3)[C@@H](O)C2=O	-1.8%	-38%	-2%	-4%	-21%	i	1.4	6%	2.0%	-32%
Cn1c(=O)c2cc(S(=O)(=O)NC(C(=O)NC3CCCCC3)c3ccccc3)ccc2n(C)c1=O (stereo not drawn)	-2.2%	18%	-10%	8%	13%	i	2.7	7%	-3.8%	4%
CC(C)C(NC(=O)c1ccccc1NC(=O)c1ccco1)C(=O)NNC(=O)c1ccncc1 (stereo not drawn)	0.1%	4%	-4%	-12%	13%	i	0.8	5%	-3.6%	1%
CCOc1ccccc1N(CC(=O)Nc1ccc(S(=O)(=O)N2CCOCC2)cc1)S(=O)(=O)c1ccc(Cl)cc1	0.9%	16%	3%	-5%	-5%	i	0.2	6%	6.5%	-21%
N=c1oc2cc(O)ccc2cc1C(=O)Nc1ccccn1	79%	-13%	-63%	7%	-6%	nt	nt	2%	11%	-36%
CCc1ccccc1N(CC(=O)NC(C)c1ccccc1)S(C)(=O)=O (stereo not drawn)	1.2%	-10%[20 µM]	-6%	-10%	4%	i	0.4	9%	0.9%	-38%
CCOC(CNC(=O)c1ccc2c(c1)nc(C)n2-c1cccc(F)c1)OCC	-1.2%	22%	-4%	-8%	6%	i	0.4	4%	6.0%	-21%
Cc1cccc(NC(=O)c2cccc(Cn3cc(Br)c([N+](=O)[O-])n3)c2)c1C	-2.5%	27%	-3%	-4%	15%	i	0.8	-4%	1.1%	1%
CC(=O)OC(COc1cccc(C)c1)Cn1cnc2ccccc21 (stereo not drawn)	-2.0%	6%[20 µM]	-4%	-2%	-11%	i	1.0	2%	nt	-26%
NC(=O)c1nsc(C(=O)N(CCCN2CCOCC2)C(C(=O)NC2CCCCC2)c2ccc(Cl)cc2)c1N (stereo not drawn)	0.8%	16%	-4%	4%	-13%	i	1.5	1%	-0.6%	-14%
CCOC(=O)c1c(NC(=O)c2ccc(N3C(=O)C4C5C=CC(C5)C4C3=O)cc2)sc2c1CCCC2 (stereo not drawn)	-1.4%	-12%	5%	-3%	8%	i	1.3	1%	-2.8%	10%
CC(OC(=O)CCc1nc2ccccc2c(=O)[nH]1)C(=O)Nc1ncc(Cl)cc1Cl (stereo not drawn)	-0.5%	12%	-7%	-1%	1%	i	0.0	12%	-1.9%	-13%

(listing goes on)
SMILES	HIV fusion peptide	KOR beta-arrestin-1	LYP phosphatase	Salmonella PhoP GFP	HEK293 NOD2/NF-kB	Myeloid diff MLP	Myeloid diff MLP GFP+ MAC1+ %	Siah-1 displacement	KOR beta-arrestin-2	NOD1 inhibition
N#CC1=C2SCN(c3ccccc3)CN2C(=O)CC1c1c(Cl)cccc1Cl (stereo not drawn)	0.7%	26%	3%	19%	-7%	i	2.8	6%	7.5%	-17%
CC(=O)c1cccc(NC(=O)C(C)N(C)CC(=O)Nc2ccc(Cl)cc2)c1 (stereo not drawn)	0.3%	22%	-1%	-11%	11%	i	0.1	1%	3.7%	-10%
COc1cc(C(=O)N[C@@H](C)C(=O)N2CCC3(CC2)NCCc2[nH]cnc23)cc(OC)c1OC	6.3%	-29%	-7%	-8%	13%	i	3.5	0%	3.6%	-14%
COc1ccc(-c2n[nH]c(=S)nc2-c2ccc(OC)cc2)cc1	-2.0%	-24%	-1%	-6%	-1%	i	0.2	1%	-0.2%	-13%
Clc1ccc(OCc2nnc3n2N=C(c2ccc4c(c2)OCCO4)CS3)c(Cl)c1	-1.4%	10%	8%	-4%	43%	i	2.7	-3%	2.5%	-2%
Cc1cc(C)c(C#N)c(OCC(=O)c2ccccc2)n1	-2.2%	3%	-8%	-5%	13%	i	0.5	-5%	-3.8%	-9%
Cc1ccc(NC(=O)C2CC(=O)n3c(nc4ccccc43)N2)cc1C (stereo not drawn)	0.0%	10%	-5%	-5%	0%	i	0.1	9%	1.0%	-9%
O=C(CSc1nc(Nc2ccccc2)nc(N2CCOCC2)n1)Nc1cccc([N+](=O)[O-])c1	-0.3%	-5%	-3%	8%	30%	i	1.0	4%	-0.7%	-7%
Cc1cc(C)c(S(=O)(=O)N2CCOC2CNC(=O)C(=O)NCCCN2CCOCC2)c(C)c1 (stereo not drawn)	1.8%	-10%	-9%	-4%	6%	i	1.0	-3%	3.2%	-14%
CC(=O)N(Cc1cccs1)Cc1cc2cc(C)c(C)cc2nc1Cl	3.7%	-7%	-6%	2%	20%	i	0.3	4%	-6.9%	2%
CN(C(=O)CSc1ncc(C(F)(F)F)cc1Cl)c1c(N)n(Cc2ccccc2)c(=O)[nH]c1=O	-1.6%	9%	-8%	8%	12%	i	0.4	7%	-3.5%	-20%
Cc1cccc(OCC(=O)Nc2ccc(N3CCN(C(=O)c4ccccc4)CC3)cc2)c1	-3.4%	nt	4%	4%	24%	i	0.4	-3%	0.1%	-3%
COC(=O)C(C)(C)ONC(=O)Nc1ccccc1Br	0.8%	-15%	-3%	-3%	-6%	i	0.0	4%	0.2%	-26%
Cc1cc(=O)[nH]n(CCO)c1=O	1.2%	13%	-9%	-10%	4%	i	0.4	19%	-2.3%	-5%
CCOc1cc(C)c(S(=O)(=O)NCc2ccccn2)cc1C	-0.5%	-29%[20 µM]	-16%	4%	14%	i	0.6	-2%	nt	-18%
CCCCCc1cccnc1	-0.6%	-16%	-12%	-8%	1%	i	0.6	-3%	5.5%	4%
CCC(=O)N1CCc2cc(S(=O)(=O)NCCN3CCC(C)CC3)ccc21	0.0%	-15%	-8%	-1%	9%	i	1.3	-8%	-5.3%	-8%
COc1ccc(CC(=O)Nc2cccc(-c3nnc(-c4ccccc4)o3)c2)cc1OC	-2.4%	-43%	2%	4%	24%	i	0.7	1%	16%	97%
COc1cccc(C(=O)Nc2cc(NC(=O)c3cccs3)ccc2C)c1OC	-0.1%	-5%	-10%	7%	12%	i	0.2	1%	-0.5%	32%
CCc1ccc[n+](-c2nc3ccccc3nc2C(=C=[N-])C#N)c1	38%	17%	4%	-20%	5%	i	0.4	6%	-1.9%	-4%
O=S(=O)(CCSc1ccccn1)c1nc2ccccc2s1	1.4%	-38%	-6%	-12%	10%	i	10	-1%	-0.7%	74%
COC(=O)c1ccccc1NC(=O)CCS(=O)(=O)c1ccc(Br)s1	0.4%	15%	-5%	10%	9%	i	1.5	2%	0.2%	-11%
COc1ccc(C2Oc3ccccc3N2C(C)=O)cc1 (stereo not drawn)	-0.5%	-3%	-5%	5%	3%	i	1.1	0%	3.4%	nt

3 entries from above, set out differently.
Below each compound – HIV fusion peptide	KOR beta-arrestin-1	LYP phosphatase	Salmonella PhoP GFP	HEK293 NOD2/NF-kB	Myeloid diff MLP	Myeloid diff MLP GFP+ MAC1+ %	Siah-1 displacement	KOR beta-arrestin-2	NOD1 inhibition
- COc1ccc(CC(=O)Nc2cccc(-c3nnc(-c4ccccc4)o3)c2)cc1OC
 : -2.4%	-43%	2%	4%	24%	i	0.7	1%	16%	97%
- Cc1cc(=O)[nH]n(CCO)c1=O
 : 1.2%	13%	-9%	-10%	4%	i	0.4	19%	-2.3%	-5%
- COc1ccc(C(=O)N/C(=C\c2cn(C)c3ccccc23)C(=O)OCC(C)C)cc1
 : -0.4%	-43%	2%	-20%	0%	i	0.1	3%	2.1%	-24%

Single entries from the entries so far:
KOR beta-arrestin-2 with CCC(=O)N1CCc2cc(S(=O)(=O)NCCN3CCC(C)CC3)ccc21 is entered as -5.3%
Salmonella PhoP GFP with Clc1ccc(OCc2nnc3n2N=C(c2ccc4c(c2)OCCO4)CS3)c(Cl)c1 is entered as -4%
HEK293 NOD2/NF-kB with COC(=O)C(C)(C)ONC(=O)Nc1ccccc1Br is entered as -6%
Salmonella PhoP GFP with COC(=O)c1ccccc1NC(=O)CCS(=O)(=O)c1ccc(Br)s1 is entered as 10%
HIV fusion peptide with N#CC1=C2SCN(c3ccccc3)CN2C(=O)CC1c1c(Cl)cccc1Cl (stereo not drawn) is entered as 0.7%

Source: PubChem BioAssay (several laboratories)
